Screening data (PubChem BioAssay)
HTRA1 inh = HTRA1 serine protease inhibitors, primary screen, biochemical, fluorescence polarization, HTS | Q92743 | recombinant HTRA1, FP-rhodamine activity-based probe | actives 0.5% (n = 340,000) | inhibition, % at 5.96 µM; in the data active = inhibition above about 36%;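 note: 0% = enzyme with DMSO and 100% = wells lacking enzyme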
Rev-erbA mod = modulators of Rev-erb alpha DNA binding, primary screen, biochemical, FITC-DNA, fluorescence polarization, uHTS; Nuclear receptor subfamily 1 group D member 1 (Homo sapiens), P20393; Rev-erbα–FITC-DNA binding, 90 min; activity, % at 10 µM; actives 0.79% (n = 370,000); AID 1259318, 2017;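 active = activity above about 14%, limit read from the data; passing the limit was not always enough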;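 note: 0% = DMSO wells with 35 nM protein and 100% = DMSO wells with 750 nM protein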
Target sequence (P20393 whole entry, looked up): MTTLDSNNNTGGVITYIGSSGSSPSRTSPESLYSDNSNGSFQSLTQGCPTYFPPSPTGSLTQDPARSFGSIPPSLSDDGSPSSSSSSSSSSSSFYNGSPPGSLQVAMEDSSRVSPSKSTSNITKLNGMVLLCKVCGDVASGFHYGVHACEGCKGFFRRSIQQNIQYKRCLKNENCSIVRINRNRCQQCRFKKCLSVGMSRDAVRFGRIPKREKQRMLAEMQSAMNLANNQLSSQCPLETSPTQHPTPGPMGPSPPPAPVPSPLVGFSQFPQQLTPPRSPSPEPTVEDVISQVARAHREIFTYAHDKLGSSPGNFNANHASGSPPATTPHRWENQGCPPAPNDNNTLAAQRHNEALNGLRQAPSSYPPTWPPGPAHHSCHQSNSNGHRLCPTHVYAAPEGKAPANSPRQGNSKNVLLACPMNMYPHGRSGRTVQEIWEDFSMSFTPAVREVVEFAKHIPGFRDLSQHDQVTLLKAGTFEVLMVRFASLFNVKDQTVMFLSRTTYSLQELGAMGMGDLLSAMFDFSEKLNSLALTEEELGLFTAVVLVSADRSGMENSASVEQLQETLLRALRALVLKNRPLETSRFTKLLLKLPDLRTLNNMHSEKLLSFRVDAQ
TCR CD3 inh = inhibitors of human TCR-CD3 interaction, primary screen, biochemical, fluorescence, TAMRA-labeled TCR probe; T-cell receptor (TCR); inhibition, % at 9.4 µM; actives 0.37% (n = 360,000); AID 651800, 2012; in the data active = inhibition above about 19%;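 note: recombinant mutant TCR 2C K166C tagged with TAMRA read by polarization; 0% = receptor in buffer alone and 100% = receptor with positive control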
PG9 binder = binders of HIV-1 gp120 antibody PG9, primary screen, biochemical, TR-FRET | TR-FRET gp120-PG9 antibody binding | inhibition, % at 6.7 µM | actives 0.43% (n = 360,000); in the data active = inhibition above about 8.5%
MBD2 inh = inhibitors of MBD2 binding to methylated DNA, primary screen, biochemical, TR-FRET, DNA-binding domain, human. Methyl-CpG-binding domain protein 2 (Homo sapiens), Q9UBB5. MBD2 binding to methylated oligonucleotide. inhibition, % at 4.4 µM. actives 0.31% (n = 370,000). AID 686964, 2013; in the data active = inhibition above about 13%
ABHD4 inh = ABHD4 inhibitors, primary screen, biochemical, fluorescence polarization, mouse | actives 0.54% (n = 370,000) | inhibition, % at 8.92 µM | (Lyso)-N-acylphosphatidylethanolamine lipase (Mus musculus), Q8VD66 | AID 720543, 2013 | purified mABHD4, FP-Rh probe fluorescence polarization;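 active = inhibition exceeding the mean over every tested compound plus 3 SD, cut at about 30% in these data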;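 note: 0% = plate median of compound wells and 100% = S159A mutant with DMSO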
Target sequence (Q8VD66 whole entry, looked up): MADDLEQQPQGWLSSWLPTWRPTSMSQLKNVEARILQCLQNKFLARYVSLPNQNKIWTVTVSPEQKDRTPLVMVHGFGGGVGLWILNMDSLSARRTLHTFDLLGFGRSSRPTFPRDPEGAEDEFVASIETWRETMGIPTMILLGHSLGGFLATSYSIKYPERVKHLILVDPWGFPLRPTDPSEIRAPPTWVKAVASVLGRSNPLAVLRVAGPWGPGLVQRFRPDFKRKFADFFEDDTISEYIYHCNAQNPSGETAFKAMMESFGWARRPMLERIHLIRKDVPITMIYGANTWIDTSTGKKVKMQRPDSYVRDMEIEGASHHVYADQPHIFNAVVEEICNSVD
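System: mouse ABHD4 enzyme, wild type / Medium: HEPES pH 7.0, NaCl, Pluronic buffer / Reagent: FP-Rh activity-based fluorescent probe / Control set: S159A mutant high control, sample median low control / Detection: fluorescence polarization with parallel and perpendicular emission, 525/598 nm / Schedule: 45 min + 60 min at 25 °C / Compound dosing: 8.92 µM, single dose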
LEDGF integ inh = blockers of LEDGF/p75-dependent integrase strand transfer – biochemical, TR-FRET, high throughput, primary screen; HIV-1 integrase (with human LEDGF/p75); actives 0.64% (n = 370,000); inhibition, % at 3.7 µM; TR-FRET IN-LEDGF/p75 DNA integration, Eu/Cy5;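 active = inhibition above the screen-wide mean plus 3 SD, cut at about 13% in these data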;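 note: signal is the Cy5 over europium emission ratio at 671 and 618 nm; 0% = plate median of compound wells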
UHRF1 MBD2 ctr = UHRF1 methylated DNA binding inhibitors, primary screen, counter-screen for MBD2 inhibitor project, biochemical, TR-FRET, human UHRF1, single concentration; UHRF1 binding to methylated oligo; inhibition, % at 4.4 µM; actives 0.75% (n = 370,000); in the data active = inhibition above about 21%;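 note: UHRF1 SRA domain binding a hemimethylated CpG hairpin DNA probe; 0% = median of test compound wells and 100% = reference inhibitor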
rCAG binder = binders of r(CAG) RNA repeats, primary screen, biochemical, fluorescence; r(CAG) RNA repeat, TO-PRO-1 dye displacement fluorescence; inhibition, % at 3 µM; actives 1.3% (n = 370,000); AID 651821, 2012;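 active = inhibition above the plate cutoff, the mean of all test compounds on that plate plus 3 SD, cut at about 35% in these data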;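 note: 0% = DMSO alone and 100% = 100 µM mitoxantrone as full dye displacement; higher means more dye released from RNA so lower well fluorescence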
PRMT1 FP inh = PRMT1 methyltransferase inhibitors, primary screen, biochemical, fluorescence polarization; Protein arginine N-methyltransferase 1 (Homo sapiens), Q99873; recombinant PRMT1, activity-based probe fluorescence polarization; AID 652257, 2013; inhibition, % at 2.79 µM; actives 1.3% (n = 370,000);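 active = inhibition above about 21% made by adding two undisclosed values, limit read from the data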
Active calls of the source: *; . = not tested or not shown.

nr	Molecule	HTRA1 inh	Rev-erbA mod	TCR CD3 inh	PG9 binder	MBD2 inh	ABHD4 inh	LEDGF integ inh	UHRF1 MBD2 ctr	rCAG binder	PRMT1 FP inh
1	CCN1CCN(c2ccc(S(=O)(=O)N3CCCCC3)cc2NC(=O)c2cccc(C)c2[N+](=O)[O-])CC1	-2	-3	1	0.7	1	6	-1	1	1	-1
2	CSc1ccc(/C=N/Nc2nc(C)cc(C)n2)cc1	-10	15	3	0.5	-4	0	4	-2	-3	-5
3	O=C(NCc1ccco1)C1CCN(S(=O)(=O)c2ccccc2C(F)(F)F)CC1	-1	-3	-3	0.8	-1	-1	-3	0	3	3
4	Cc1cc2nc(-c3ccc(F)cc3)c(CC(C)(C)C)n2c(C)c1Br	.	1	5	-1.6	0	-2	-3	0	-2	-2
5	Cc1cccc(N=C2NC(=O)/C(=C/C=C/c3ccco3)S2)c1C	32	-29	13	-1.6	17*	21	49*	48*	67*	29*
6	CN1C(=O)C(CC(=O)NCC2CCCCC2)SC1=Nc1ccccc1 (stereo unspecified)	-16	6	0	1.4	3	-1	1	-3	-4	-1
7	COc1ccc(N=C2SCC(c3ccc(C)cc3)=NN2CCO)cc1	2	-5	2	-1.7	-3	-9	1	16	-9	17
8	O=C(NCc1ccc(F)cc1)C1CCCN(S(=O)(=O)c2ccc(-n3cnnn3)cc2)C1 (stereo unspecified)	8	-2	-2	-3.6	-2	-2	2	-1	2	-3
9	Cc1ccc(N=Cc2nc(-c3ccco3)oc2O)cc1	-3	-2	2	-6.4	-1	23	0	-5	0	-1
10	COc1ccc(CNC(=O)Nc2ccc3c(c2)c(=O)n(C)n3Cc2cc(C)cc(C)c2)cc1	.	0	1	-0.2	-6	7	2	-2	4	-5
11	COc1ccc(C(CC(=O)Nc2ccc(Cl)cc2F)NC(=O)C(F)(F)F)cc1 (stereo unspecified)	1	1	3	-0.9	1	-4	-2	-2	-2	0
12	Cc1c(NC(=O)C2CCCN2C(=O)c2cccs2)c(=O)n(-c2ccccc2)n1C (stereo unspecified)	2	3	-4	-2.7	4	-1	-1	2	7	1
13	Cn1c(SCC(=O)c2c(N)n(C)c(=O)n(C)c2=O)nnc1-c1ccc(F)cc1	5	8	5	-2.2	-7	3	1	-2	-1	2
14	Cc1cc(Cl)ccc1NC(=S)N1CCC(C(N)=O)(N2CCCCC2)CC1	3	-1	5	-0.9	0	-1	0	-1	-1	-1
15	CNCC(=O)Nc1ccc(Cl)c(C(F)(F)F)c1	-7	-2	-3	-0.7	-4	1	2	-2	-1	-1
16	CC(=O)CC[C@@H]1CC[C@]2(CCCN(C(=O)c3ccc4ccccc4n3)C2)O1	.	-1	.	.	-10	0	-1	-1	1	0
17	Cc1cc(C)c(NC(=O)C2CCCO2)c(C)c1NC(=O)C1CCCO1 (stereo unspecified)	-1	1	1	0.1	-5	-1	0	-1	2	1
18	O=C(NCc1ccc(F)cc1)C(c1ccncc1)N(C(=O)c1csnn1)C1CC1 (stereo unspecified)	-2	8	-5	-0.3	3	-2	-2	3	-1	1
19	Cc1noc(C)c1NC(=O)N(C)C[C@H]1Oc2ccc(NS(=O)(=O)c3cn(C)cn3)cc2C(=O)N([C@H](C)CO)C[C@@H]1C	0	-4	6	-1.3	-5	7	0	-3	3	1
20	Fc1cccc(F)c1/C=N/NC(=S)Nc1cccnc1	7	5	-3	-1.1	-2	5	-1	3	0	0
21	Cc1ccc(C(=O)NC2CC(C)(C)NC(C)(C)C2)c(C)c1	2	-4	3	1.3	2	3	2	2	2	0
22	CCCN1CCN(S(=O)(=O)c2cc3c(cc2C)NC(=O)CO3)CC1	3	-5	0	-2.5	3	4	-2	-1	0	1
23	CC1(C)CC(=O)C2=C(C1)NC1=C(C(=O)c3ccccc31)C2c1cc([N+](=O)[O-])ccc1O (stereo unspecified)	32	4	5	-3.5	-3	49*	0	-4	29	6
24	O=C1NC(Cc2ccc(O)cc2)c2nc3ccc(Cl)cc3c(=O)n2-c2cc(Cl)ccc21 (stereo unspecified)	.	-4	0	-1.2	-3	-16	1	0	14	-1
25	Clc1ccc(CSc2ccc(-c3cccnc3)nn2)cc1	-8	-2	-3	0.2	-1	0	0	1	-2	1
26	CC(=O)c1sc2nsc(SCCN3CCOCC3)c2c1N	.	0	-5	-2.6	3	6	-2	10	-3	67*
27	CCOCCCNc1nc2ccccc2[nH]1	1	8	1	0.2	1	6	-2	1	3	-1
28	COc1ccc(CN(C)Cc2c(O)ccc3cc(Br)ccc23)cc1OC	-14	1	4	0.9	2	-11	-1	-2	6	1
29	CC(=O)Nc1ccc(C2NC(=O)CCC2[N+](=O)[O-])cc1 (stereo unspecified)	2	3	8	2.1	0	8	-3	0	-3	-1
30	COc1ccc(Br)cc1/C=N/NC(=O)C[n+]1ccccc1	5	3	-2	1.5	5	-8	-3	-5	2	3

Part of the list above, reformatted:
Second line of a record: HTRA1 inh, Rev-erbA mod, TCR CD3 inh, PG9 binder, MBD2 inh, ABHD4 inh, LEDGF integ inh, UHRF1 MBD2 ctr, rCAG binder, PRMT1 FP inh
#1 CCN1CCN(c2ccc(S(=O)(=O)N3CCCCC3)cc2NC(=O)c2cccc(C)c2[N+](=O)[O-])CC1
→ -2, -3, 1, 0.7, 1, 6, -1, 1, 1, -1
#2 CSc1ccc(/C=N/Nc2nc(C)cc(C)n2)cc1
→ -10, 15, 3, 0.5, -4, 0, 4, -2, -3, -5
#3 O=C(NCc1ccco1)C1CCN(S(=O)(=O)c2ccccc2C(F)(F)F)CC1
→ -1, -3, -3, 0.8, -1, -1, -3, 0, 3, 3
#4 Cc1cc2nc(-c3ccc(F)cc3)c(CC(C)(C)C)n2c(C)c1Br
→ ., 1, 5, -1.6, 0, -2, -3, 0, -2, -2
#5 Cc1cccc(N=C2NC(=O)/C(=C/C=C/c3ccco3)S2)c1C
→ 32, -29, 13, -1.6, 17*, 21, 49*, 48*, 67*, 29*
#6 CN1C(=O)C(CC(=O)NCC2CCCCC2)SC1=Nc1ccccc1 (stereo unspecified)
→ -16, 6, 0, 1.4, 3, -1, 1, -3, -4, -1
#7 COc1ccc(N=C2SCC(c3ccc(C)cc3)=NN2CCO)cc1
→ 2, -5, 2, -1.7, -3, -9, 1, 16, -9, 17
#8 O=C(NCc1ccc(F)cc1)C1CCCN(S(=O)(=O)c2ccc(-n3cnnn3)cc2)C1 (stereo unspecified)
→ 8, -2, -2, -3.6, -2, -2, 2, -1, 2, -3
#9 Cc1ccc(N=Cc2nc(-c3ccco3)oc2O)cc1
→ -3, -2, 2, -6.4, -1, 23, 0, -5, 0, -1
#10 COc1ccc(CNC(=O)Nc2ccc3c(c2)c(=O)n(C)n3Cc2cc(C)cc(C)c2)cc1
→ ., 0, 1, -0.2, -6, 7, 2, -2, 4, -5

Carrying on:
nr	Molecule	HTRA1 inh	Rev-erbA mod	TCR CD3 inh	PG9 binder	MBD2 inh	ABHD4 inh	LEDGF integ inh	UHRF1 MBD2 ctr	rCAG binder	PRMT1 FP inh
31	O=S(=O)(Nc1nc2ccc(S(=O)(=O)N3CCCC3)cc2s1)c1ccc(F)cc1	-27	4	1	1.0	-6	-13	2	-4	69*	8
32	Cc1ccc(S(=O)(=O)NCc2cn3ccccc3n2)c(C)c1	2	-1	-3	-1.4	-6	2	-1	0	2	-3
33	CC1CCN(C(=O)C(=O)Nc2sc3c(c2C(=O)O)CC(C)(C)OC3)CC1	3	-1	4	-0.7	0	-1	-1	-3	19	-1
34	Cc1ccccc1S(=O)(=O)Cc1ccc(C(=O)NCCCN2CCCC2)o1	4	2	0	-1.6	2	3	1	0	0	-2
35	COC(CNC(=O)CCc1c(C)nc2c(-c3ccc(F)cc3)c(C)nn2c1C)OC	6	-2	-7	-0.5	-1	-6	6	-2	-6	0
36	CC(C)NC(=O)CSc1nc(N)c(-c2ccccc2)c(=O)[nH]1	-3	0	0	-1.4	-3	-1	5	0	-2	-4
37	CN(C(=O)COC(=O)C1CCN(S(=O)(=O)c2cccs2)CC1)c1ccccc1	-4	4	0	0.8	1	-2	-3	1	-4	0
38	O=C(CSc1ncn[nH]1)c1ccc2c(c1)OCO2	-1	2	2	-3.5	-2	2	1	-3	5	11
39	COc1ccc(NC(=O)NNC(=O)C(C)Oc2ccc3ccccc3c2)cc1OC (stereo unspecified)	-6	4	6	0.2	-9	5	-4	0	-2	-2
40	COCCCNc1ccc([N+](=O)[O-])cc1C(=O)Nc1cccc(C)n1	3	0	6	0.0	-1	-1	1	-3	-2	-2
41	O=C(NC1CCCc2ccccc21)C1CCN(S(=O)(=O)c2cccc(C(F)(F)F)c2)CC1 (stereo unspecified)	3	2	2	-1.7	1	0	-1	3	-2	-1
42	COCC(=O)NCC1CCN(C(=O)C(=O)c2cccs2)CC1	.	-2	-4	-2.2	3	-1	2	2	4	-3
43	COc1ccc(NS(=O)(=O)c2ccc(C(=O)N(C)Cc3ccc(C)o3)cc2)cc1	-3	3	-2	1.3	1	-3	-2	3	4	5
44	Cc1nc(N(C)C)c2sc(=S)n(C)c2n1	1	7	-1	0.2	-1	0	-3	27*	3	3
45	CCOC(=O)/C(C#N)=C1/C=CN(c2ccc(C)cc2)C=N1	2	-3	5	-2.2	-6	-5	5	1	1	-2
46	CN(C)S(=O)(=O)c1ccc2c(c1)nc(CCC(=O)Nc1ccc3c(c1)OCO3)n2C	3	2	9	-1.3	1	6	-2	-5	7	2
47	CCN(CC)C(=O)CN(c1ccc(C)cc1)S(=O)(=O)c1ccc(SC)cc1	-6	-2	4	0.9	5	-8	5	4	-5	3
48	COC(=O)C1=C(C)Nc2c(c(=O)n(C)c(=O)n2C)C1c1ccncc1 (stereo unspecified)	4	-3	-4	1.6	6	-8	1	3	-4	1
49	COc1ccc(OCC(=O)N/N=C/c2ccncc2)cc1	0	1	-1	-0.1	-5	2	3	-2	0	-5
50	O=C(Cc1ccc([N+](=O)[O-])cc1)N/N=C/c1ccccc1F	-6	8	-9	-1.8	4	3	0	1	-3	1
51	CNS(=O)(=O)c1ccc(C(=O)NCC(=O)NCCC(c2ccccc2)c2ccccc2)cc1	-10	0	7	-0.3	0	-11	1	0	2	2
52	O=C(Nc1nccs1)c1csc2c1CCCC2	-14	2	9	-3.0	-1	3	-2	-2	1	-1
53	COCC(=O)Nc1c(C(=O)Nc2ccc3c(c2)OCO3)oc2ccccc12	2	-4	9	-1.8	2	5	0	51*	0	-3
54	Cc1cccc(NCCC(=O)c2ccc([N+](=O)[O-])cc2)c1C	-5	1	0	-0.6	2	11	3	-1	1	50*
55	O=C(NCc1ccccc1)c1c(F)c(F)c(F)c(F)c1F	-4	-4	4	-1.7	4	3	-2	19	3	-2

Only part of the results is shown, so the mix of outcomes need not match the whole.
